Screening results deposited in PubChem BioAssay by Fisher Drug Discovery Resource Center.
NPYLR7 ag: activates Aedes aegypti NPYLR7 receptor; HEK293T NPYLR7/Galpha15, GCaMP6s calcium fluorescence; activation, % at 10 µM; 0.15% of 270,000 active; AID 1259423; in the data active means activation above about 40%;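 further: 0% = vehicle and 100% = reference agonist at the receptor; some compounds past the cut are filed as inactive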
mcGAS inh: mouse cGAS inhibition by luminescence | Q8C6L5 | recombinant cGAS, Kinase-Glo ATP depletion luminescence | inhibition, % at 12.5 µM | 0.15% of 160,000 active | AID 1259399;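 further: 0% = negative control wells and 100% = reference inhibitor with no enzyme activity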
hcGAS inh: inhibitors of human cGAS; Q8N884; recombinant h-cGAS, ATP depletion, Kinase-Glo luminescence; inhibition, % at 12.5 µM; 0.081% of 290,000 active; AID 1259398;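 further: 0% = vehicle reaction and 100% = reaction without DNA for no activity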
Target sequence (Q8N884 whole entry, looked up): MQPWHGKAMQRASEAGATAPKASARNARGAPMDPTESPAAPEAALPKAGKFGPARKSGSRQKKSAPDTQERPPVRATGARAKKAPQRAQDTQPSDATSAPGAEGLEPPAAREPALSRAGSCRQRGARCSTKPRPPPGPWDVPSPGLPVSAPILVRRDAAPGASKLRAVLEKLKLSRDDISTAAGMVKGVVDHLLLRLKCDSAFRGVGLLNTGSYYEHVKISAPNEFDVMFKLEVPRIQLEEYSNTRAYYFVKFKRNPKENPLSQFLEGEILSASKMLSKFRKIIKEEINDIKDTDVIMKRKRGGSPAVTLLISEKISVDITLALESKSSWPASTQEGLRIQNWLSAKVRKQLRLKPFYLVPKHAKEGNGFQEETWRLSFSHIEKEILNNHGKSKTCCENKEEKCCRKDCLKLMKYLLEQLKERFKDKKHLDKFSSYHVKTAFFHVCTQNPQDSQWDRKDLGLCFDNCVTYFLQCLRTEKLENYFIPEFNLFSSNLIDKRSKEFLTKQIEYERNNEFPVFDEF
* marks the source's active call; other numbers are inactive results; & = joins results of further samples. Unless noted, no stated cut-off is given here; in the data, active means inhibition above about 40%; inactive means the rest.

How did COc1ccc(Cl)cc1NC(=O)/C(C#N)=C/c1coc2ccc(C)cc2c1=O do in these assays?
NPYLR7 ag: 50*; hcGAS inh: 11

Results for O=C(NS(=O)(=O)c1cccc(Cl)c1)c1ccccn1 ?
NPYLR7 ag: -1&2; hcGAS inh: -3&-7

How did CC(C)c1ccccc1NC(=O)C1CC1(c1ccccc1)c1ccccc1 (centres undefined) do in these assays?
NPYLR7 ag: -14; mcGAS inh: -4; hcGAS inh: -10

What do the screens show for `COc1cccc(Cc2nsc(N3CCN(CCNC(=O)Nc4cccc(Cl)c4)CC3)n2)c1`?
NPYLR7 ag: -1; mcGAS inh: 0; hcGAS inh: 1

Results for Cc1nc(CN(C)C(=O)c2cn[nH]c2-c2ccccc2Cl)cs1 ?
NPYLR7 ag: 0; hcGAS inh: -9

Results for CN1C(=O)Cc2cc(S(=O)(=O)Nc3ccn(C)n3)ccc21 ?
NPYLR7 ag: 2; hcGAS inh: -5

Results for Cn1nnnc1SCCNC(=O)c1cnc(-c2ccccc2)nc1 ?
NPYLR7 ag: 8; hcGAS inh: -5

What do the screens show for `O=c1c2ccccc2[nH]c(=S)n1Cc1ccc(-n2cccn2)nc1`?
NPYLR7 ag: 7; hcGAS inh: -3

What do the screens show for `OC(CNCc1c(Cl)cccc1N1CCOCC1)c1ccc(F)cc1` (centres undefined)?
NPYLR7 ag: 7; hcGAS inh: 1

What do the screens show for `CCCCc1ccc(N2CC(C)Cn3c2nc2c3c(=O)n(C(C)C(=O)OC)c(=O)n2C)cc1` (centres undefined)?
NPYLR7 ag: 9; mcGAS inh: -9; hcGAS inh: -5

What do the screens show for `Cc1cc(C2CCC2)nc(N[C@@H]2C[C@@H](CO)N(C)C2)n1`?
NPYLR7 ag: 11; hcGAS inh: -4

What do the screens show for `Cc1nn(CC(=O)N2CCC(c3ccccc3C(=O)O)C2)c(=O)c2ccccc12` (centres undefined)?
NPYLR7 ag: 3; hcGAS inh: -11

Results for c1ccc(CNn2cn[n+](Cc3ccccc3)c2)cc1 ?
NPYLR7 ag: -5; mcGAS inh: -3; hcGAS inh: 3

What do the screens show for `CN(C(=O)CC1CCCC1)C1CCCC1`?
NPYLR7 ag: 20; hcGAS inh: -7

What do the screens show for `O=C(Cn1cnc([N+](=O)[O-])n1)Nc1cc(Oc2cccnc2)cc([N+](=O)[O-])c1`?
NPYLR7 ag: -2; mcGAS inh: -4; hcGAS inh: -2

Results for CC(C)(C)c1nnc(NC2CCCC2)[nH]c1=O ?
NPYLR7 ag: 8; hcGAS inh: -4

How did O=c1c(S(=O)(=O)c2ccccc2)c[nH]c2cc3c(cc12)OCO3 do in these assays?
NPYLR7 ag: 8; mcGAS inh: -5; hcGAS inh: -5

How did Cc1ccc(CC(=O)N2CCC3(CC2)NC(=O)c2cc(C)ccc2N3C)cc1 do in these assays?
NPYLR7 ag: -8; hcGAS inh: -3

What do the screens show for `Cc1cccc(C)c1Nc1c(-c2ccccc2)nc2cccc(C)n12`?
NPYLR7 ag: 3&-5; mcGAS inh: -9&2; hcGAS inh: -7&8

Results for CC1(C)CC(=O)C(C(O)c2cccc([N+](=O)[O-])c2)C(C)(C)N1 (centres undefined) ?
NPYLR7 ag: 11; hcGAS inh: -1

Results for O=C(Cn1cnc2c(nnn2-c2ccccc2)c1=O)c1ccccc1 ?
NPYLR7 ag: -1; hcGAS inh: 5

How did Clc1ccc2c(N3CCOCC3)nc(Cc3ccccc3)nc2c1 do in these assays?
mcGAS inh: -5; hcGAS inh: -8

Results for CCc1ccc(NC(=O)N2CCN(c3nc(-c4ccc(Cl)cc4)nc(C)c3C)CC2)cc1 ?
NPYLR7 ag: 18; mcGAS inh: -5; hcGAS inh: -10

How did Cc1ccsc1CN(Cc1ccc2c(c1)OCO2)C(=O)CN(CCN1CCOCC1)C(=O)C1CCCC1 do in these assays?
mcGAS inh: -10; hcGAS inh: -7

What do the screens show for `CCn1nc(C)c(NC(=O)CN2CC[C@H](CO)[C@@H](O)C2)c1C`?
NPYLR7 ag: 20; mcGAS inh: -12; hcGAS inh: -9

Results for COc1ccc(F)cc1C(=O)C1CCCN(CCn2c(=O)cc(C)[nH]c2=O)C1 (centres undefined) ?
NPYLR7 ag: 5; mcGAS inh: -16; hcGAS inh: -3

How did CN1CCN(C(=O)CC2CSc3nccc(=O)n32)CC1 (centres undefined) do in these assays?
NPYLR7 ag: 1; hcGAS inh: 0

Results for COc1ccc(CCN(C(=O)c2ccc(Br)cc2)C(C)c2nc3ccccc3c(=O)n2-c2cc(C)ccc2OC)cc1OC (centres undefined) ?
NPYLR7 ag: -2; mcGAS inh: -4; hcGAS inh: -9

How did CCSc1nc(-c2ccc(OC)cc2)c(C#N)c(=O)n1CC do in these assays?
NPYLR7 ag: -1; hcGAS inh: 1

What do the screens show for `COc1ccc(CN2CCc3[nH]cnc3C2C(C)C)cc1O` (centres undefined)?
NPYLR7 ag: 27; hcGAS inh: -5

Of the compounds above, two have a cyano group.
How did COc1ccc(Cl)cc1NC(=O)/C(C#N)=C/c1coc2ccc(C)cc2c1=O do in these assays?
NPYLR7 ag: 50*; hcGAS inh: 11

How did CCSc1nc(-c2ccc(OC)cc2)c(C#N)c(=O)n1CC do in these assays?
NPYLR7 ag: -1; hcGAS inh: 1

Remaining list, next part:
Results for O=C(Nc1ccc(-n2cnnn2)cc1)C1CCCC1 ?
NPYLR7 ag: -4; hcGAS inh: -2

How did Cc1cc(NC(=O)NC2CC(=O)N(c3ccc(Cl)cc3)C2)no1 (centres undefined) do in these assays?
NPYLR7 ag: 2; mcGAS inh: -8; hcGAS inh: -8

What do the screens show for `CN(C(N)=O)c1ccc(OCC#Cc2ccc(Cl)cc2)cc1`?
NPYLR7 ag: -6; hcGAS inh: 3

How did c1ccc(C2CCCN2C2CCSCC2)nc1 (centres undefined) do in these assays?
mcGAS inh: -15; hcGAS inh: -3

Results for Cc1ccc(-n2cccc2C(=S)N=P(N(C)C)(N(C)C)N(C)C)cc1 ?
NPYLR7 ag: -5; hcGAS inh: -7

How did CCc1nc2c(OCc3cc(Cl)cc(Cl)c3)cccn2c1N(C)C(=O)C1CC1 do in these assays?
NPYLR7 ag: 4; mcGAS inh: -3; hcGAS inh: -3

What do the screens show for `C=CCn1c(=S)[nH]c2cc(C(=O)Nc3cc(OC)c(OC)c(OC)c3)ccc2c1=O`?
NPYLR7 ag: -1; mcGAS inh: -8; hcGAS inh: -6

What do the screens show for `COC(=O)CCCC(=O)N1CCCC(N(C)Cc2ccccc2)C1` (centres undefined)?
NPYLR7 ag: 6; hcGAS inh: -3

Results for Cc1ccccc1-n1c(Cc2ccccc2)nnc1SCc1ccc(C(=O)Nc2ccc3c(c2)OCO3)cc1 ?
NPYLR7 ag: -2; mcGAS inh: -3; hcGAS inh: -5

Results for COCc1cc(N2CCCC2)nc(SCc2ccc(C(=O)NCC3CCCO3)cc2)n1 (centres undefined) ?
NPYLR7 ag: -7; mcGAS inh: -6; hcGAS inh: -9

What do the screens show for `COCc1nc(CN2CCCCC2c2nc3ccc(F)cc3[nH]2)no1` (centres undefined)?
NPYLR7 ag: -1; mcGAS inh: -14; hcGAS inh: -4

What do the screens show for `CSC1CCCCC1NC(=O)NC(c1nccs1)C1CC1` (centres undefined)?
NPYLR7 ag: 12; mcGAS inh: -14; hcGAS inh: -8

What do the screens show for `O=C(Nc1ncn[nH]1)C1CSCCS1` (centres undefined)?
NPYLR7 ag: 12; hcGAS inh: -8

How did O=C(Cc1cccs1)Nc1ccccc1N1CCCC1=O do in these assays?
NPYLR7 ag: -7; mcGAS inh: -2; hcGAS inh: 1

What do the screens show for `COc1ccc(-n2ccnc2CN2CCCC2c2c(C)noc2C)cc1` (centres undefined)?
NPYLR7 ag: 3; mcGAS inh: -14; hcGAS inh: -1

Results for Cn1c(=O)c2c(ncn2CC(=O)NCC(c2ccco2)N2CCCC2)n(C)c1=O (centres undefined) ?
NPYLR7 ag: -7; hcGAS inh: -4

What do the screens show for `Cc1nn(C)c(Cl)c1CN(C)Cc1cc(C(C)(C)C)n[nH]1`?
NPYLR7 ag: 3; hcGAS inh: -4

How did Cc1c(NS(=O)(=O)N(C)C)c(=O)n(-c2ccccc2)n1C do in these assays?
NPYLR7 ag: 5; hcGAS inh: -13

Results for O=C(CSc1ccccc1)NC1CCCN(CCc2ccccc2)C1 (centres undefined) ?
NPYLR7 ag: 3; hcGAS inh: -9

What do the screens show for `Cc1cn2c3c(=O)n(Cc4ccc(F)cc4)c(=O)n(C)c3nc2n1CCCN(C)C`?
NPYLR7 ag: -1; mcGAS inh: -8; hcGAS inh: -8

What do the screens show for `O=C(NCCN1CCOCC1)c1cccc(Nc2c(Oc3cccc(Cl)c3)cnn(-c3cccc(Cl)c3)c2=O)c1`?
NPYLR7 ag: 5; mcGAS inh: -4; hcGAS inh: -1

What do the screens show for `CCOC(=O)C1CCCN(C(=O)c2coc(CN(CCN3CCOCC3)Cc3cccc(OC)c3OC)n2)C1` (centres undefined)?
mcGAS inh: -6; hcGAS inh: -6

What do the screens show for `Cc1ccc(S(=O)(=O)NNC(=O)CC23CC4CC(CC(C4)C2)C3)cc1`?
NPYLR7 ag: -4; hcGAS inh: -3

How did O=C1c2ccccc2C(=O)N1CN(C(=O)c1ccccc1)c1ccc(Br)cc1 do in these assays?
NPYLR7 ag: -5; mcGAS inh: -5; hcGAS inh: -6

How did COC(=O)c1cccc(OCC(O)CN(C)Cc2ccc(C(F)(F)F)cc2)c1 (centres undefined) do in these assays?
NPYLR7 ag: -2; mcGAS inh: -8; hcGAS inh: -6

How did COc1cccc2c1C(=O)c1ccccc1C2=O do in these assays?
NPYLR7 ag: -4; mcGAS inh: -3; hcGAS inh: 1

What do the screens show for `COc1ccc(CNc2nnc(SCC(=O)N(C(C)C)C(C)C)s2)cc1`?
NPYLR7 ag: 10; mcGAS inh: -8; hcGAS inh: -1

Results for COc1ccc(Cc2noc(CN(C)Cc3ccc(-n4cccn4)cc3)n2)cc1OC ?
NPYLR7 ag: 17; mcGAS inh: -10; hcGAS inh: -7

How did COc1ccc(OCc2nc(CSc3ccc(C)c(C)c3)cs2)cc1 do in these assays?
NPYLR7 ag: 6; mcGAS inh: -4; hcGAS inh: -2

How did FC(F)(F)C1CN(c2cc(-c3ccccc3)nc3ccccc23)CCO1 (centres undefined) do in these assays?
NPYLR7 ag: 2; mcGAS inh: -16; hcGAS inh: -11

What do the screens show for `CC1(c2cc3ccccc3o2)NC(=O)N(CN2CCc3ccccc3C2)C1=O` (centres undefined)?
NPYLR7 ag: 0; hcGAS inh: -6

What do the screens show for `Cc1cc(Cl)ccc1OCC(=O)N=Nc1c(O)[nH]c2ccccc12`?
NPYLR7 ag: -5; hcGAS inh: -1

What do the screens show for `Cc1nn(C(=O)CCCn2cc([N+](=O)[O-])cn2)c(C)c1Cl`?
NPYLR7 ag: -4; hcGAS inh: -6

What do the screens show for `Cc1cc(N2CCN(c3ccccc3)CC2)n2nc(C)c(-c3ccccc3)c2n1`?
NPYLR7 ag: 1; mcGAS inh: -5; hcGAS inh: -4

What do the screens show for `Cc1cccc(-c2[nH]n(-c3ccccc3)c(=O)c2-c2ccc(N)cc2)c1`?
NPYLR7 ag: 19; hcGAS inh: -5

What do the screens show for `COc1ccc(C(=O)N2CCSC23C(=O)N(Cc2ccc(F)cc2)c2ccc(Cl)cc23)cc1` (centres undefined)?
NPYLR7 ag: 5; mcGAS inh: -4; hcGAS inh: 1

What do the screens show for `O=C(Nc1ccccc1Cl)NC(Cc1ccccc1)C(O)C(F)F` (centres undefined)?
NPYLR7 ag: -3; hcGAS inh: 8

What do the screens show for `CC(=O)C(C)n1c(=O)c2c(nc3n(-c4cc(C)ccc4C)c(C)cn23)n(C)c1=O` (centres undefined)?
NPYLR7 ag: -1; hcGAS inh: -6

What do the screens show for `N#Cc1ccc(NC(=O)N(CC(=O)N(CCc2c[nH]c3ccccc23)Cc2ccc(C(F)(F)F)cc2)C2CC2)cc1`?
NPYLR7 ag: -1; mcGAS inh: -6; hcGAS inh: -2

What do the screens show for `Cc1ccc(OC2(C(=O)N(C)Cc3nncn3C(C)C)CCNCC2)cc1`?
NPYLR7 ag: 10; hcGAS inh: 0

In the list so far, 7 contain an aryl thioether with sulfur outside any ring.
Results for Cn1nnnc1SCCNC(=O)c1cnc(-c2ccccc2)nc1 ?
NPYLR7 ag: 8; hcGAS inh: -5

How did CCSc1nc(-c2ccc(OC)cc2)c(C#N)c(=O)n1CC do in these assays?
NPYLR7 ag: -1; hcGAS inh: 1

Results for Cc1ccccc1-n1c(Cc2ccccc2)nnc1SCc1ccc(C(=O)Nc2ccc3c(c2)OCO3)cc1 ?
NPYLR7 ag: -2; mcGAS inh: -3; hcGAS inh: -5

Results for COCc1cc(N2CCCC2)nc(SCc2ccc(C(=O)NCC3CCCO3)cc2)n1 (centres undefined) ?
NPYLR7 ag: -7; mcGAS inh: -6; hcGAS inh: -9

Results for O=C(CSc1ccccc1)NC1CCCN(CCc2ccccc2)C1 (centres undefined) ?
NPYLR7 ag: 3; hcGAS inh: -9

What do the screens show for `COc1ccc(CNc2nnc(SCC(=O)N(C(C)C)C(C)C)s2)cc1`?
NPYLR7 ag: 10; mcGAS inh: -8; hcGAS inh: -1

How did COc1ccc(OCc2nc(CSc3ccc(C)c(C)c3)cs2)cc1 do in these assays?
NPYLR7 ag: 6; mcGAS inh: -4; hcGAS inh: -2
